Assay outcomes: PubChem, several laboratories
HTR5A inv ag: counter-screen for OPRM1-OPRD1 inverse agonists: human HTR5A inverse agonism; P47898; HTR5A cell line, luminescence; inhibition, % at 9.3 µM; actives 0.083% (n = 340,000); AID 504634; in the data active = inhibition mostly above about 23%, no sharp cut-off; inactive = mostly below about 18%;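 note: 0% = cells with DMSO and 100% = no-cell wells with DMSO; some compounds called inactive have numbers as strong as hits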
Target sequence (P47898 whole entry, looked up): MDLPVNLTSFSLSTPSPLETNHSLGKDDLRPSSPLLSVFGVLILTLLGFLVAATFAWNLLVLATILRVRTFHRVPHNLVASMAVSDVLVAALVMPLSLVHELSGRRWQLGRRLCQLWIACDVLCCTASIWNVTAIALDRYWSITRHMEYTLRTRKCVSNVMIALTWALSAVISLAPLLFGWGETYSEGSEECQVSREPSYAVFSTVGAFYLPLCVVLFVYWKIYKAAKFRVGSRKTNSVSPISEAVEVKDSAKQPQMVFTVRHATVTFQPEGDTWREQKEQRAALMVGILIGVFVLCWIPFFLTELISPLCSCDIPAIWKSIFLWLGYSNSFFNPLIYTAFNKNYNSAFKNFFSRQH
CAL-PDZ inh HTS: inhibitors of human CAL PDZ peptide binding | purified CAL PDZ, TMR-peptide fluorescence polarization, 1 h | inhibition, % at 24.9 µM | actives 0.92% (n = 300,000);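 active = mean inhibition of at least 30% with at least half of replicates also reaching 30%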;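 note: 0% = DMSO neutral control and 100% = excess unlabeled competitor peptide PRC23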
HTR5A ag ctr: activates human HTR5A in OPRM1-OPRD1 agonist counter-screen; P47898; activation, % at 9.3 µM; actives 0.61% (n = 340,000); AID 504692; HTR5A agonist assay, luminescence, cell-based; in the data active = activation mostly above about 9.5%, no sharp cut-off; inactive = mostly below about 7.6%;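 note: 0% = cells with vehicle only and 100% = reference agonist; strong numbers were not always called active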
RTF Ca sens inh: cardiac RTF calcium desensitization | IANBD-labeled cardiac RTF, Ca2+ fluorescence | inhibition, % at 7.15 µM | actives 0.12% (n = 340,000);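 active = inhibition above the mean inhibition of all tested compounds plus 3 SD, cut at about 17% in these data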;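 note: assay run at fixed EC70 calcium of 1.6 mM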
Keap1-Nrf2 PPI: Keap1-Nrf2 (human) interaction inhibition | Keap1 Kelch-Nrf2 peptide fluorescence polarization, 1536-well | inhibition, % at 9.4 µM | actives 0.15% (n = 340,000); in the data active = inhibition above about 12%;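 note: human Keap1 Kelch domain with fluorescein labeled Nrf2 9mer peptide probe; 0% = neutral control wells and 100% = peptide positive control; higher means more block of Keap1 binding to Nrf2 peptide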
Target sequence (Q14145 whole entry, looked up, the tested form may be a part): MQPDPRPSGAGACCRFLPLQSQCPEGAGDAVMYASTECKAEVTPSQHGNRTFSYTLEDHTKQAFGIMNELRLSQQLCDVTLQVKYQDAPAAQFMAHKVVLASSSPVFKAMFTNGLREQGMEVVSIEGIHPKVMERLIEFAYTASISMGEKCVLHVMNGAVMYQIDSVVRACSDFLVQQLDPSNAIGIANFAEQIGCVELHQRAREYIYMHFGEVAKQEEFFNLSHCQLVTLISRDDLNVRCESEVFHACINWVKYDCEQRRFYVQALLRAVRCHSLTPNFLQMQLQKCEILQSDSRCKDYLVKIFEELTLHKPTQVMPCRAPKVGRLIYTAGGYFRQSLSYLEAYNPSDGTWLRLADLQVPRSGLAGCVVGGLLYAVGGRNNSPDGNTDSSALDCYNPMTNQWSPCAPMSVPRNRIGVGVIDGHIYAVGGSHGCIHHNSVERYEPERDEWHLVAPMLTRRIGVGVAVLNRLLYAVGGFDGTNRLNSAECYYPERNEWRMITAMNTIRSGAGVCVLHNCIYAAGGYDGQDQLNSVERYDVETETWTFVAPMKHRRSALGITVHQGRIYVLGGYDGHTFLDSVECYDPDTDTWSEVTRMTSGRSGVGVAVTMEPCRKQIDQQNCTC
cardiac RTF act: cardiac RTF calcium sensitization | actives 0.24% (n = 340,000) | IANBD-labeled TnC RTF fluorescence at EC20 calcium; 0% EC20 calcium, 100% full calcium | activation, % at 7.2 µM;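 active = activation above the mean over all tested compounds plus 3 SD, cut at about 30% in these data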;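 note: rise in fluorescence read as greater calcium sensitivity of cardiac thin filaments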
OPRM1-OPRD1 ag: OPRM1-OPRD1 heterodimerization agonism; activation, % at 9.3 µM; P35372+P41143; actives 0.3% (n = 340,000); cells, luminescence; in the data active = activation above about 18%;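 note: 0% = vehicle-treated cells and 100% = reference agonist; values of inactives mirror those of a sister screen read the other way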
MOR-DOR inv ag: inverse agonists of human mu-delta opioid receptor heterodimerization; AID 504357; inhibition, % at 9.3 µM; cell-based MOR-DOR heterodimer luminescence, inverse agonism; actives 0.21% (n = 340,000); in the data active = inhibition above about 22%, passing the limit was not always enough;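 note: 0% = cells with DMSO and 100% = wells without cells with DMSO; values of inactives mirror those of a sister screen read the other way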
C-LANA FP: KSHV C-LANA DNA binding inhibition. inhibition, % at 9 µM. actives 0.078% (n = 340,000). MBP-C-LANA/FAM-LBS DNA binding, fluorescence polarization;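 active = highest replicate inhibition at or above 60% at 9 µM, even if other replicates fall short; inactive = all replicates below 60% inhibition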;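 note: 0% = neutral control wells and 100% = 4 µM acridine orange control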
V-ATPase pH: yeast V-ATPase proton transport regulation by pHLuorin; S. cerevisiae, pHLuorin cytosolic pH fluorescence; actives 0.37% (n = 350,000); response, % at 10 µM; AID 504577; in the data active = response mostly above about 7.3%, no sharp cut-off; inactive = mostly below about 5.4%; note: actives read high; inactives centre near 0; some compounds called inactive have numbers as strong as hits; reference of the scale not given here
An asterisk follows results filed as active; · = no result given.

SMILES	HTR5A inv ag	CAL-PDZ inh HTS	HTR5A ag ctr	RTF Ca sens inh	Keap1-Nrf2 PPI	cardiac RTF act	OPRM1-OPRD1 ag	MOR-DOR inv ag	C-LANA FP	V-ATPase pH
C/C(=N/NC(N)=S)c1ccccc1[N+](=O)[O-]	-37	-1	-3	-9	-6	7	-1.0	6	-4.3	-1
O=C(Nc1nc(-c2ccc(Cl)cc2Cl)cs1)C1CCCO1 (configuration not stated)	1	0	3	1	-7	-2	2.8	-15	-1.0	-4
CCCCc1nn2c(N)c(/C=C3\C=Nc4ccccc43)c(=O)nc2s1	4	1	-1	8	2	-2	-1.8	9	-0.8	0
CC(NC(=O)COc1ccccc1)C(=O)N1CCN(c2ccccc2)CC1 (configuration not stated)	13	-5	-5	-5	7	0	-1.0	4	0.7	4
CC(NC(=O)C1CCCN1C(=O)OCc1ccccc1)c1ccccc1 (configuration not stated)	0	1	0	-15	0	-6	-0.1	1	-0.6	2
O=C(N1CCN(c2ccccc2)CC1)C1(S(=O)(=O)c2ccc(Cl)cc2)CC1	10	0	-2	0	3	-10	-1.8	11	-2.1	6
CC1(CC(=O)N/N=C/c2ccc(-c3ccc(Cl)cc3)o2)OCCO1	-6	-3	2	1	2	4	-1.9	10	0.7	-1
c1ccc(-n2ncc3c(N4CCC5(CC4)OCCO5)ncnc32)cc1	-9	·	2	1	3	-1	-0.7	4	1.5	4
CCOc1cc(NC(=O)C2CCCO2)c(OCC)cc1NC(C)=O (configuration not stated)	-14	·	0	2	5	-1	-1.7	8	0.2	-2
COc1ccc(/C(C)=N/N2CCCCC2)c(O)c1	7	-4	-2	-4	1	1	-0.1	1	1.2	-3
Cc1ccccc1/C=C/c1cc[n+](C)cc1	-53	-1	2	-12	-2	4	-1.7	8	1.3	-1
COc1cc2c(cc1OC)C(c1cccc([N+](=O)[O-])c1)N(C(=O)c1ccccc1C(=O)O)CC2 (configuration not stated)	-10	-4	-12	-8	-7	5	-3.2	16	2.9	-2
N#C/C(=C(/O)COC(=O)c1cccnc1Cl)c1nc2ccccc2[nH]1	3	-1	2	-8	1	0	-0.1	1	0.5	3
CCCSc1nc(O)c(C(c2ccc(OC)c(O)c2)c2c(O)nc(SCCC)n(C)c2=O)c(=O)n1C	5	-2	-2	-1	0	3	-1.3	8	2.0	1
CCOc1cc(NC(=S)NCCCN(C)C)c(OCC)cc1NC(=O)c1cccs1	-16	1	8	0	-3	3	-1.0	5	-0.6	7
CCSc1nc(C)nc2c1oc1ccccc12	-10	-1	2	-10	1	-2	-2.6	15	-1.4	7
COc1cccc(Cl)c1NC(=O)N1CCN(c2ccnc3cc(Cl)ccc23)CC1	17	-5	2	-21	-7	2	-0.3	2	-1.4	7
COc1cccc(-c2nc(CS(=O)(=O)CC(=O)NCCc3ccc(OC)cc3OC)c(C)o2)c1	7	-3	-2	-8	3	0	1.0	-5	-1.8	4
O=C(CSc1nc2ccccc2o1)c1ccccc1	6	-2	0	-6	5	-8	-0.9	4	-1.0	5
Cc1ccc(NC(=O)Cn2nc(C)c3ccccc3c2=O)cc1F	10	·	-4	1	-3	7	-2.0	12	-1.5	2
CC(Oc1ccc2c(-c3ccccc3)cc(=O)oc2c1)C(=O)NC(Cc1c[nH]c2ccc(O)cc12)C(=O)O (configuration not stated)	-4	-2	3	-3	-7	5	-2.7	13	2.7	1
COc1ccc(-n2cccc2/C=C2\C(=N)N3N=C(c4ccco4)SC3=NC2=O)cc1	7	-2	-3	14	-7	-20	-0.8	6	1.9	-1
Cc1cnc(N)c2c(=O)oc3ccccc3c12	0	·	0	-11	4	5	-2.0	12	-2.1	-5
O=C(CN1C(=O)C(=O)N(C2CCCC2)C1=O)Nc1ccccc1OC(F)F	-9	-22	4	-6	-4	2	-0.2	1	-2.4	-3
CC1CCN(CCCNC(=O)c2ccc(CS(=O)(=O)Cc3ccccc3F)o2)CC1	-43	-1	-4	3	-2	-1	-1.5	8	0.6	-3
COc1nc(-c2ccc3c(c2)OCO3)n(-c2ccc(NC(=O)CSc3ccccc3)cc2)n1	-8	-5	1	-8	2	13	-2.1	12	0.5	9
CCOC(=O)C1CCN(S(=O)(=O)c2cc(Cl)c(C)cc2OC)CC1	9	-4	3	0	1	-1	-2.1	9	-0.5	2
CCOc1ccccc1CN1CCNC(=O)C1CC(=O)NCc1cc(C)n(C)n1 (configuration not stated)	-6	-1	0	1	-3	5	-3.3	17	0.5	1
COc1cc(CCC(=O)OCC(=O)Nc2ccc(F)c(F)c2)cc(OC)c1OC	-9	·	3	2	3	-8	2.1	-17	-0.5	1
COc1ccc(CN2CCCC(N3CCc4ccccc4C3)C2)c(O)c1 (configuration not stated)	6	2	-2	-6	-1	0	-1.8	9	-1.1	0
O=C(NCc1ccccc1Cl)c1cnccn1	-6	0	3	2	-1	-2	-3.6	18	0.4	2
Cc1ccc(C)c(NC(=O)C(=O)NCc2ccccn2)c1	2	-5	-1	-3	1	-6	1.3	-9	1.2	2
COn1c(-c2ccccc2)c(C=O)c2ccccc21	-1	-3	1	-6	0	-3	0.5	-2	1.8	-1
Brc1ccc(-c2cnco2)cc1	13	-2	-7	-1	-6	-1	1.8	-9	1.2	-3
CC(C)(C)OC(=O)NCc1ccc(NC(=O)c2nc[nH]c2C(=O)NCCCNC(=O)c2[nH]cnc2C(=O)Nc2ccc(CNC(=O)OC(C)(C)C)cc2)cc1	-6	-5	-3	3	-2	0	0.7	-3	-3.3	-1
CN1C(=O)c2ccc(NC(=O)c3ccc(Cl)cc3Cl)cc2C1=O	1	-2	0	-9	-1	1	-2.2	11	0.6	1
CCOc1c2ccc(C(=O)NCCCCc3ccccc3)cc2nn1CC	-20	3	3	-6	-1	-3	-2.9	16	0.2	-1
NC(=O)/C(N=Nc1ccccc1)=N/Nc1ccccc1	5	-2	14	-11	-1	4	1.8	-10	-0.5	-4
CN(CC(=O)Nc1ccc(Cl)c(C(F)(F)F)c1)C(=O)C1CSC2(C)CCC(=O)N12 (configuration not stated)	-3	-4	1	5	3	2	-0.3	2	-0.2	4
COc1ccc(NC2=NC3(CCCCC3)N=C(N)N2)cc1	10	1	-9	1	-2	3	-1.0	6	-2.9	0
CCOC(=O)c1ccccc1NC(=O)c1ccc(NS(C)(=O)=O)cc1	-3	-3	9	1	-2	3	-0.6	3	-0.7	2
COc1ccc(NC(=S)N/N=C/c2cccn2Cc2ccc(F)cc2)cc1	-7	-3	2	3	5	-1	8.0	-37	-3.2	-5
CN=C(NC)SC1CC(=O)N(c2ccccc2)C1=O (configuration not stated)	-33	-2	12	-5	-6	-3	-0.8	5	0.3	4
O=C(CSc1nnc(CNC(=O)c2cccs2)o1)Nc1cccc(Cl)c1	15	5	-1	-15	-2	6	0.2	-1	-0.6	5
CCOc1cccc(CNc2ccc(O)cc2)c1OCc1ccccc1Cl	-27	-1	-1	-16	-10	7	14	-85	-0.5	4
C=CCn1cnc2c(c1=O)c1nc3ccccc3nc1n2/N=C/c1cc(OC)c(OC)c(OC)c1	-31	-2	13	-16	-3	-5	-3.9	19	0.1	0
COc1ccccc1Nc1nnc(SCC(=O)N2CC(=O)Nc3ccccc32)s1	0	-3	0	5	-4	4	-2.2	11	-1.6	5
CC(C)(C)S(=O)(=O)c1ccsc1C(=O)O	-13	0	-1	-20	0	1	-2.0	12	1.1	1
COc1cc(CC(=O)NCCc2ccc(S(N)(=O)=O)cc2)cc(OC)c1OC	-6	-4	3	-9	0	0	-1.6	9	0.2	5
COc1ccc(OC)c(NC(=O)c2ccc(CSc3ncccn3)cc2)c1	-20	-11	7	-4	1	0	1.4	-10	1.5	2
Cc1nn(-c2ccccc2)c(Cl)c1/C=N/NC(=O)c1ccn[nH]1	-25	-18	6	-3	3	2	-0.5	2	-2.9	3
CC1CC(NC(=O)CCn2c(=O)oc3ccccc32)CC(C)(C)C1 (configuration not stated)	-1	-3	0	-10	1	3	-0.9	5	-1.6	0
Cc1nn(C)c(C)c1S(=O)(=O)NC1CCCc2ccccc21 (configuration not stated)	11	0	0	10	-1	3	-2.3	12	-0.8	-1
CCC(c1nnc(SCC(=O)Nc2cccnc2Cl)n1-c1ccccc1)N(C)C (configuration not stated)	21	-5	2	-2	1	-2	-4.4	22	-1.4	3
O=C(Nc1nccs1)c1ccc(COc2ccccc2)o1	-28	-4	8	-1	-4	-2	-1.8	9	-7.2	5
CCC[C@@H](OS(N)(=O)=O)[C@@H](Cc1ccccc1)C(=O)OCC	-12	25	4	-20	-2	12	-2.0	9	-1.3	-9
CC(/C=C/c1ccc2c(c1)OCO2)=N\NC(=O)c1ccccc1	-10	-5	4	-3	-2	4	-2.2	11	-0.1	0
Cc1ccc(-c2noc(CSc3nnc(CCc4ccccc4)n3-c3ccccc3)n2)cc1	1	·	-2	-5	-2	-1	4.2	-24	1.2	-3
COC(=O)NCc1ccc(Cl)c(Cl)c1	15	-1	-2	3	0	-4	0.7	-4	-4.5	1
COc1ccc(N2CCN(S(=O)(=O)CCNC(=O)COc3cccc(OC)c3)CC2)cc1	2	-5	4	0	-5	-2	-2.3	12	-2.0	0
(further entries)
SMILES	HTR5A inv ag	CAL-PDZ inh HTS	HTR5A ag ctr	RTF Ca sens inh	Keap1-Nrf2 PPI	cardiac RTF act	OPRM1-OPRD1 ag	MOR-DOR inv ag	C-LANA FP	V-ATPase pH
COC(CNC(=O)C1CCN(S(=O)(=O)c2cccc3nsnc23)CC1)OC	21	-5	1	-2	-3	4	-1.2	6	-1.0	3
CN(CC1CCCN(CCc2ccc(Cl)cc2)C1)C(=O)CC(F)(F)F (configuration not stated)	-7	17	2	-18	1	0	-1.2	6	1.6	2
CC(/C=C/C1(O)C(C)CC(O)CC1(C)C)OC1OC(CO)C(O)C(O)C1O (configuration not stated)	3	1	-1	-4	0	-2	-0.1	0	-2.5	-1
CCOC(=O)c1cocc1C(=O)O	-12	-3	3	2	1	-1	-0.7	4	0.1	-2
CN1OC(COC(=O)c2ccc(Cl)cc2Cl)CC1c1ccccc1 (configuration not stated)	-21	-2	2	-5	1	-3	0.1	0	-0.4	-1
Cc1ccc(C(=O)N2CC=C(c3ccccc3)CC2)o1	-32	-5	10	8	-1	-9	-0.8	5	3.6	-2
COc1ccc([C@H]2CC(=O)C=C(c3ccc(Cl)c(C(F)(F)F)c3)C2)cc1OC	-13	-2	4	4	3	1	1.8	-10	-3.6	-4
Fc1ccc(CN2CCN(C(=S)NCCc3ccccc3)CC2)c(Cl)c1	-2	34*	0	11	-4	-2	4.8	-25	0.0	-1
CC(C)(C)N=Cc1c(O)ccc2oc3c(c12)CCCC3	-21	-4	6	-9	1	-3	3.1	-16	1.6	-2
CC(C)C(=O)Nc1cccc(NC(=O)c2cccnc2)c1	-14	3	-2	5	4	-4	-2.5	15	-0.1	0
CCOC(=O)c1cc(-c2ccc(OC(F)F)cc2)nc2c1c(=O)[nH]c(=O)n2C	0	-2	2	0	-5	-9	-1.6	8	1.0	8

This is a random part of the collection; about 2.8% have a hit in one of these screens.
